From PubChem BioAssay
B2AR arrestin: agonists driving beta-arrestin recruitment to human beta2-adrenergic receptor. beta-arrestin recruitment to beta2AR, cell-based reporter. Potency, µM (titrated, usually from 46.1 µM), for inactives: top-dose activation, hits mostly activators. 330,000 compounds, 0.02% hits;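 further: potency means the concentration at half of the fitted maximal effect; 0% = DMSO controls and full agonism = EC100 isoproterenol or metaproterenol; nearly all actives have a fitted effect of over 65% in size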
Target sequence (P07550 whole entry, looked up): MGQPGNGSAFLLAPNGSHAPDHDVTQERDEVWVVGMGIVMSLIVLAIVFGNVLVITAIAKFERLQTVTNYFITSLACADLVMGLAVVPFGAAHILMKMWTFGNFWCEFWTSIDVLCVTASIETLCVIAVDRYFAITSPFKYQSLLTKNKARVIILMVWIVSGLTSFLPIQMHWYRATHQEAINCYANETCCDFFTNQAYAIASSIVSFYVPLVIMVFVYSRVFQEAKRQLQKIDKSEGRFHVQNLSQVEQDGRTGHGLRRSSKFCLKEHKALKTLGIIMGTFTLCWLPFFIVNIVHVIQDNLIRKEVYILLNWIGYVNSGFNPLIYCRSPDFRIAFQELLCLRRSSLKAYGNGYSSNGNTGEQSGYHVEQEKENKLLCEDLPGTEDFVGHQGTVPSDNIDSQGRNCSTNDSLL
TRPV1 agonist: activates the human vanilloid receptor TRPV1; TRPV1-expressing cells, Fluo-8 calcium influx, agonist mode; activation, % at 8.33 µM; 320,000 compounds, 0.19% hits; AID 540275; in the data active means activation above about 80%; inconclusive means between about 30% and that limit; further: 0% is about no effect
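Fluo-8 calcium influx in TRPV1-expressing cells, kinetic read (ex 480/em 520 nm). Compound added and read 3 min for agonist activity, followed by capsaicin at EC20 final and 2 min further read for enhancement.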
ELG1 repair inh: ELG1-dependent DNA repair inhibition; HEK293T ELG1-luciferase reporter, luminescence, 16 h; DNA damage induced by 5-fluorouridine; Potency, µM (doses to about 46.1 µM), inactives show at the highest dose activity change, negative = inhibition, usual class: inhibitors; 330,000 compounds, 2.3% hits; AID 504467; further: potency means the concentration at half of the fitted maximal effect; on the % scale 0 is the no-effect control and ±100 the full control effect; nearly all actives have a fitted effect of over 55% in size
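HEK293T cells expressing luciferase-tagged ELG1 (2,000/well) received 5-Fluorouridine plus compound or DMSO for 16 hr at 37 °C. Luciferase was read by ONE-Glo luminescence after 30 min at room temperature.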
BRCA1 expr up: increases BRCA1 expression; 380,000 compounds, 1.1% hits; Potency, µM (series often up to 46.1 µM), for the others: top-dose activation, hits mostly activators; MCF7-BRCA1-FFLuc reporter, luminescence, 48 h; response scale: scaled: vehicle 0%, 10 µM genistein 100%; further: potency means the concentration at half of the fitted maximal effect; nearly all actives have a fitted effect of over 80% in size; some results filed as inactive show a strong effect at the top dose
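Compounds are tested at multiple concentrations on MCF7 BRCA1-luciferase reporter cells seeded at 2000 per well; after 48 h, a single luminescence end-point is taken and curves fitted to the normalized data.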
MLL CXXC-DNA inh: blocks binding of human MLL CXXC domain to DNA. Potency, µM (series often up to 115 µM), without a hit: top-dose activity change, negative = inhibition, most hits filed as inhibitors. Q03164. 290,000 compounds, 0.037% hits. AID 2662. MLL-CXXC / FITC-HOXA9 DNA fluorescence polarization; active means well fitted inhibition curve with a large enough effect in the polarisation, with a control signal flat, not every such curve was filed as active; inconclusive means small, poorly fitted or top-dose-only effect, or effect the other way, or a change in a side signal; inactive means no such curve, though single readings can be large or run the other way; the % refers to the polarisation; further: potency means the concentration at half of the fitted maximal effect
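Fluorescence polarization: 7 uM MLL-CXXC (stock) preincubated 5 min with compounds, then 50 nM fluorescein-HOX-A9 DNA (stock) added; 30 min ambient. Buffer 50 mM Tris-HCl pH 7.5, 50 mM NaCl, 1 mM DTT, 0.05% BSA.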
Integrin act MD: activators of alpha7 integrin expression for muscular dystrophy; alpha7betagal myoblasts, beta-gal FDG fluorescence, 48 h; Potency, µM (series often up to 38.3 µM), for the others: at the highest dose activation, usual class: activators; 350,000 compounds, 0.064% hits;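 further: potency means the concentration at half of the fitted maximal effect; 100% = response of the positive control SU9516; nearly all actives have a fitted effect of over 60% in size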
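Alpha7betagal+/- myoblasts (passage 13) were plated 16-24 hr, then exposed to compounds (1:260 dilution of DMSO stock) for 48 hours at 37C. After MPER lysis, β-galactosidase reporter activity was read as FDG fluorescence (ex 480/em 540) after 30 minutes.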
TSG101-PTAP inh: blocks PTAP/TSG101 interaction to inhibit HIV-1 budding | 340,000 tested, under 10 active | Q99816 | Fluorescence polarization, FITC-PTAP peptide / Tsg101 binding | Potency, µM (titrated, usually from 115 µM), for the others: top-dose activity change, negative = inhibition, hits mostly inhibitors | AID 493005; active means well fitted inhibition curve with a large enough effect in the main read-out, with a control signal flat, not every such curve was filed as active; inconclusive means small, poorly fitted or top-dose-only effect, or effect the other way, or a change in a side signal; inactive means no such curve, though single readings can be large or run the other way; further: potency means the concentration at half of the fitted maximal effect; % of control where 0% means no effect
Target sequence (Q99816 whole entry, looked up): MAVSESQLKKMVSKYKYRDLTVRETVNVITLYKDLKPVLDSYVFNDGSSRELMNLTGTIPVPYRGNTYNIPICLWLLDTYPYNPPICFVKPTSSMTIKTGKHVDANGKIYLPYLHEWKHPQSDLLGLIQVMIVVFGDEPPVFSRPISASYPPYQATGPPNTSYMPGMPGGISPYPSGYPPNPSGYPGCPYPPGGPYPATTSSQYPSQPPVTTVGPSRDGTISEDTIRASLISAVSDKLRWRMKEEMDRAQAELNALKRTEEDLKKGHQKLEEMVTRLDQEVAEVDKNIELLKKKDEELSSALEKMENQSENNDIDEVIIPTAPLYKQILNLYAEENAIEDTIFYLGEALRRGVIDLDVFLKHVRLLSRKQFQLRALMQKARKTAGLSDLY
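Steps: Tsg101 binding domain dispensed (10 uM final), compounds pinned in DMSO, FITC-labeled PTAP-motif peptide added (50 nM final); after 20 min binding at room temperature, polarization measured.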
TCR activator: activates T cell receptor signaling; 330,000 tested, under 10 active; primary human leukocytes, anti-CD3, IL-2 HTRF, 48 h; Potency, µM (series often up to 9.22 µM), for inactives: top-dose activation of IL-2 secretion, actives largely listed as activators; further: % of control where 0% means no effect
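TCR engagement came from a-CD3 beads alone, with compounds added to primary human leukocytes for 48 hr. Secreted IL-2 bridged europium cryptate- and d2-labelled anti-IL-2 antibodies, giving FRET emission at 665nm after 320nm excitation.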
p53 reactivation: re-activators of mutant p53; H1299 p53-A138V BP100-luciferase reporter, luminescence, 24 h; Potency, µM (series often up to 92.2 µM), for the others: at the top dose activity change, positive = activation, hits mostly activators; 320,000 compounds, 0.063% hits; AID 504706; further: potency means the concentration at half of the fitted maximal effect; % of control where 0% means no effect; nearly all actives have a fitted effect of over 45% in size
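p53-null H1299 cells stably carrying temperature-sensitive p53-A138V and a BP100-luciferase reporter were pinned with compounds (4-point, 1:5 series) and held 24 hrs at 37 deg C. Luminescence was read 10 min after detection reagent.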
AT treatment: potential ataxia-telangiectasia treatments restoring KAP-1 phosphorylation | […] A-T fibroblasts, KAP-1 phosphorylation AlphaLISA; neocarzinostatin DNA damage 30 min before lysis | Potency, µM (titrated, usually from 57.5 µM), inactives show at the highest dose activation, most hits filed as activators | 320,000 compounds, 0.19% hits; further: potency means the concentration at half of the fitted maximal effect; % of control where 0% means no effect; nearly all actives have a fitted effect of over 45% in size
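ATM-like activity read as KAP-1 phosphorylation via AlphaLISA donor/acceptor antibody pairs after lysis and 6 hr at 25C. Cells were ATM-null patient fibroblasts ([…], hTERT), dosed 60 min, then exposed to the DSB inducer NCS for 30 min.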
* hit, by the source's call; ? = inconclusive; · = no result given; [ ] = dose if it differs, or a comment. Unless noted, the call rests on the fitted dose curve; in most records, active means well fitted curve in the direction sought with a large enough effect; inconclusive means small, poorly fitted or top-dose-only effect, or another doubt; inactive means no such curve, though single readings can be large; an effect the other way counts as inactive or inconclusive.

The first 2 entries, to show the layout:
SMILES	B2AR arrestin	TRPV1 agonist	ELG1 repair inh	BRCA1 expr up	MLL CXXC-DNA inh	Integrin act MD	TSG101-PTAP inh	TCR activator	p53 reactivation	AT treatment
CC(=O)c1ccc(S(=O)(=O)N2CCN(C(=O)C3CCCC3)CC2)cc1	-0.5%	0	-1%	-20%	23%	-21%	0%	-6%	6%	-6%
COc1ccc2[nH]c(=O)c(CN(CC3CCCO3)C(=O)Nc3ccccc3OC)cc2c1 (stereo not given)	0.2%	-1	?	-68%	4%	1%	-1%	-7%	-4%	10%

This part in full, from the start:
SMILES	B2AR arrestin	TRPV1 agonist	ELG1 repair inh	BRCA1 expr up	MLL CXXC-DNA inh	Integrin act MD	TSG101-PTAP inh	TCR activator	p53 reactivation	AT treatment
CC(=O)c1ccc(S(=O)(=O)N2CCN(C(=O)C3CCCC3)CC2)cc1	-0.5%	0	-1%	-20%	23%	-21%	0%	-6%	6%	-6%
COc1ccc2[nH]c(=O)c(CN(CC3CCCO3)C(=O)Nc3ccccc3OC)cc2c1 (stereo not given)	0.2%	-1	?	-68%	4%	1%	-1%	-7%	-4%	10%
CCOC(=O)COc1nc(-c2ccco2)cc(-c2ccco2)c1C#N	-0.5%	5	?	-31%	-4%	-11%	-1%	-2%	1%	2%
Cc1nn(C(C)C(=O)O)c(C)c1[N+](=O)[O-] (stereo not given)	0.1%	-2	23%	-4%	3%	-20%	-7%	1%	-1%	1%[11.5 µM]
Cc1csc(-c2cnn(-c3ccccc3)c2NC(=O)c2ccccc2)n1	-0.1%	-1	-8%	-32%	6%	-22%	-7%	·	-3%	3%
CCOc1cc(NC(=S)N2CCC(C(N)=O)CC2)c(C(=O)OC)cc1OCC	-0.4%	-2	-1%	0%	6%	-14%	-6%	1%	-1%	-2%
Cc1ccc(Nc2ccc(C(F)(F)F)cc2[N+](=O)[O-])cc1	0.1%	4	-3%	-8%	8%	-13%	-3%	1%	-9%	1%
Cc1ccc(CNC(=O)CSCc2ccccc2F)cc1	0.1%	?	?	?	2%	21%	-3%	-11%	?	5%
Cc1sc2nc(SCc3ccc(C(=O)O)cc3)n(Cc3ccco3)c(=O)c2c1C	0.5%	-2	?	-43%	-7%	-50%[inhibitor]	-7%	0%	-3%	1%
Nc1nnc(SCC(=O)NNC(=O)c2ccccc2F)s1	-0.5%	·	13%	3%	·	3%	3%	0%	3%	-3%
Cc1cccc(CSc2nc3c(c(=O)[nH]2)CCCC3)c1	-0.1%	2	16%	-13%	2%	-9%	-3%	0%	1%	-4%
Cc1ccc(C(=O)/C=C/NCc2ccc(F)cc2)cc1	-0.9%	1	?	72%	6%	26%	-11%	-2%[46.1 µM]	19%	1%
COc1ccc(CCNC2CCc3ccccc3C2)cc1 (stereo not given)	-0.4%	1	5%	4%	?	-53%[inhibitor]	-1%	·	?	8%
NC(=O)COc1ccc(=O)n(-c2ccccc2)n1	0.5%	5	9%	10%	1%	23%	-1%	1%	0%	-14%
O=C(NCc1ccco1)C12CC3CC(C1)CC(C(=O)NCc1ccco1)(C3)C2	0.1%	4	0%	-2%	-1%	6%	-3%	-3%	1%	2%

Next section.
SMILES	B2AR arrestin	TRPV1 agonist	ELG1 repair inh	BRCA1 expr up	MLL CXXC-DNA inh	Integrin act MD	TSG101-PTAP inh	TCR activator	p53 reactivation	AT treatment
O=C(CSc1nc2ccccc2c(=O)[nH]1)Nc1ccc([N+](=O)[O-])cc1	-0.2%	·	18µM*	-53%	·	1%	0%	2%[46.1 µM]	-6%	8%
Cc1ccc(-c2[nH]c(-c3ccc(C(=O)O)cc3)nc2-c2ccccc2)cc1	-0.8%	-1	14%	-7%	3%	13%	-2%	-3%	-9%	1%
CC(N)C12CC3CC(C1)CC(C(C)N)(C3)C2 (stereo not given)	0.0%	-2	7%	0%	-4%	-14%	-3%	3%	-7%	7%
CC(C)(C)C(=O)Nc1ccccc1C(=O)N1CCCC1	-0.8%	-4	7%	-1%	-4%	7%	1%	-1%[46.1 µM]	9%	·
CCNc1nc(NCC)nc(SCCOc2ccc(C)cc2)n1	-1.4%	7	29%	-33%	6%	0%	-2%	-2%	-6%	14%
O=C(NC1CCCCCC1)C(=S)NCc1ccccc1	-0.2%	?	?	11µM*	?	-9%	-6%	·	25%	2%
COc1ccc(-c2nnc(SCc3csc(N)n3)n2C)cc1	-0.8%	3	?	18%	9%	4%[7.66 µM]	-6%	·	1%	10%
C=CCn1c(=O)[nH]c2nc3cc(N=CN(C)C)c(C)cc3nc2c1=O	-0.3%	27	6%	-16%	?	33%	?	-7%	1%	13%
COc1ccc(N(CC(=O)N2CCc3ccccc3C2)S(C)(=O)=O)cc1OC	0.3%	-1	0%	-3%	5%	-5%	-3%	-2%	1%	-1%
CC(C)c1ccc(NC(=S)NCc2ccc3c(c2)OCO3)cc1	-0.8%	?	4%	63%	10%	-22%	0%	0%	23%	-1%
CC(C)C1N(C(=O)N(C)C)CCN1S(=O)(=O)c1ccccc1 (stereo not given)	-0.5%	0	-2%	-6%	-1%	-12%	-4%	-12%	-1%	4%
COc1cc(NC(=O)CN(c2ccc(C)cc2)S(=O)(=O)c2c(C)n[nH]c2C)cc(OC)c1	-0.9%	2	-19%	-21%	-8%	1%	2%	-2%	-2%	-5%
Cc1c(NC(=O)c2ccc(-c3cccc([N+](=O)[O-])c3)o2)c(=O)n(-c2ccccc2)n1C	0.4%	1	?	-4%	0%	-32%	-2%	-2%	4%	3%
COc1ccc(/C=N/c2c(-c3ccco3)nc3ccccn23)cc1OC	-3.0%	1	?	50%	-15%	-40%	-3%	2%	6%	5%
O=C(COC(=O)c1ccc(Cl)nc1)NCCNC(=O)COC(=O)c1ccc(Cl)nc1	0.1%	-3	7%	1%	·	-31%[inhibitor]	-6%	-2%	3%	8%

(listing goes on)
SMILES	B2AR arrestin	TRPV1 agonist	ELG1 repair inh	BRCA1 expr up	MLL CXXC-DNA inh	Integrin act MD	TSG101-PTAP inh	TCR activator	p53 reactivation	AT treatment
CC(=O)N1CC=CC1(CC(C)C)C(=O)NCCc1c[nH]c2ccccc12 (stereo not given)	-0.6%	4	22%	29%	0%	-7%	-2%	-3%	9%	-6%
CC(C)CC(=O)Nc1ccc(C(=O)COC(=O)C2CCC2)cc1	-0.8%	-6	-2%	5%	17%	9%	-6%	-1%	8%	1%
COc1ccc(CN(C)C(=O)COC(=O)c2c(-c3ccccc3Cl)noc2C)cc1	0.0%	28	?	-43%	-1%	-20%	-3%	1%	0%	13%
CCc1nn(CC(=O)Nc2ccc(Br)c(C)c2)c(=N)s1	0.1%	0	?	-9%	?	?	-1%	16%	-4%	-1%
COc1cccc(NC(=O)CSCC(=O)Nc2ccccc2)c1	0.1%	-1	?	-7%	2%	25%	-1%	0%	-6%	1%
Cc1nc(C(=O)NCCC(C)C)sc1C1(C)CC(c2cccc([N+](=O)[O-])c2)=NO1 (stereo not given)	-0.3%	-1	?	9%	-7%	-14%	0%	3%	7%	23%
CN(Cc1ccccc1)C(=O)c1c[nH]c2ccc(S(=O)(=O)N3CCOCC3)cc2c1=O	-0.9%	0	8%	-6%	16%	-23%	-6%	1%	-1%	0%
Cc1n[nH]c(C)c1CCN(C)C(=O)C1CCC(=O)N(CC2CCCCC2)C1 (stereo not given)	0.1%	-1	-20%	12%	0%	-3%	-1%	2%	-7%	4%
CC(Cn1cncn1)NC(=O)c1cc(COc2cccc(C(F)(F)F)c2)on1 (stereo not given)	-0.1%	-1	7%	15%	-6%	0%	2%	-6%	-8%	2%
CCOc1ccc(CCNC(=O)CN(C)S(=O)(=O)c2ccc3c(c2)CCC(=O)N3)cc1OCC	-0.1%	5	?	-1%	-2%	-1%[7.66 µM]	-4%	-2%	-9%	1%
COc1ccc(/C(N)=N/OC(=O)Cc2ccc(C)cc2)cc1	0.0%	2	?	?	4%	-25%	5%	3%[46.1 µM]	?	22%
COC(=O)c1ccccc1NC(=O)CN(c1c(C)cccc1C)S(C)(=O)=O	-0.6%	1	-1%	-6%	-7%	-15%	0%	1%	10%	3%
COc1cc(C)c(S(=O)(=O)NCc2ccc3c(c2)OCO3)cc1C	-0.1%	7	-7%	0%	-5%	-1%	-6%	-9%	-4%	5%
COc1ccc(N(C(=O)CCC(=O)Nc2cc(C)on2)C(C(=O)NC2CCCC2)c2ccco2)cc1 (stereo not given)	0.2%	2	11%	39%	-3%	5%	2%	1%	4%	-1%
COc1ccc(CNC(=O)COc2ccc(Br)c(C)c2)cc1	0.2%	-2	0%	0%	-10%	-16%	-5%	4%	2%	16%
CCOC(=O)c1sc(=NC(=O)c2ccc(Br)cc2)n(C)c1C	0.3%	-3	26%	75%	-1%	4%	0%	6%	9%	-6%
O=C(COC(=O)c1ccc(Cl)nc1)NCc1ccc(F)cc1	-0.2%	·	22%	-3%	·	4%	-1%	5%	-2%	5%
CC1(C)Cc2c(sc3nc(N/N=C/c4ccccc4)[nH]c(=O)c23)CO1	0.3%	5	2%	18%	0%	10%	-6%	-8%[46.1 µM]	2%	10%
